Source: PubChem BioAssay (The Scripps Research Institute Molecular Screening Center)
MITF inh = human MITF inhibition, primary screen; AlphaScreen MITF homodimerization, bead proximity signal; O75030; 0.91% of 650,000 active; inhibition, % at 2.6 µM; in the data active = inhibition above about 50%;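 note: 0% = vehicle wells with protein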
TEAD-YAP block = TEAD-YAP interaction inhibition | HEK-TIYL cells, TEAD-Gal4/YAP UAS-luciferase luminescence | inhibition, % at 9.12 µM | 1.4% of 640,000 active; in the data active = inhibition above about 32%;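 note: 0% = median of test compound wells and 100% = reference inhibitor wells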
FBW7 activator = activators of human E3 ligase FBW7; AlphaScreen FBW7–phospho-cyclin E peptide binding, activator screen; 0.13% of 650,000 active; normalized activity (activation), % at 26.1 µM; AID 1259310; Q969H0; in the data active = normalized activity above about 1.9%;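 note: purified mutant Fbw7 with reduced substrate affinity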
Target sequence (Q969H0 whole entry, looked up): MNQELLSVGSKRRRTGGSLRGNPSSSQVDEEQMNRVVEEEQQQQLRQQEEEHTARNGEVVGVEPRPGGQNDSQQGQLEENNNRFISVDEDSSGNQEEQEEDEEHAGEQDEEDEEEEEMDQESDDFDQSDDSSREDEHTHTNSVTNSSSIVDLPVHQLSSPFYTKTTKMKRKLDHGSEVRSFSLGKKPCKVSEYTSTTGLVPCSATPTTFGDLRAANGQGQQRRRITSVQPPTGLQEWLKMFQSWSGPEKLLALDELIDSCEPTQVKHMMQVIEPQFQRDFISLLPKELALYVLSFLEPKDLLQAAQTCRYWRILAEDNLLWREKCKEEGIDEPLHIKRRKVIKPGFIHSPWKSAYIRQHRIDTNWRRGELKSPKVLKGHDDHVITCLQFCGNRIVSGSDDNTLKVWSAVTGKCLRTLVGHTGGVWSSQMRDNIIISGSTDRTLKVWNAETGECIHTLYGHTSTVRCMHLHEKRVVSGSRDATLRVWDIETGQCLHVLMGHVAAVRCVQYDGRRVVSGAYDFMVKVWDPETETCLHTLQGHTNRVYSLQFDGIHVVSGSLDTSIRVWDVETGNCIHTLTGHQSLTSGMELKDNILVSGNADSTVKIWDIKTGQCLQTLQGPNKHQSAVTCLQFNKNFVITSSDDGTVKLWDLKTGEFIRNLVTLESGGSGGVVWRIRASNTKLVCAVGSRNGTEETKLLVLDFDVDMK
GPR151 activ = human GPR151 activation. Q8TDV0. PathHunter beta-arrestin GPR151 cells, luminescence. activation, % at 11.2 µM. 1% of 650,000 active; in the data active = activation above about 4.9%;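 note: 0% = median of compound wells and 100% = cells with positive control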
Target sequence (Q8TDV0 whole entry, looked up): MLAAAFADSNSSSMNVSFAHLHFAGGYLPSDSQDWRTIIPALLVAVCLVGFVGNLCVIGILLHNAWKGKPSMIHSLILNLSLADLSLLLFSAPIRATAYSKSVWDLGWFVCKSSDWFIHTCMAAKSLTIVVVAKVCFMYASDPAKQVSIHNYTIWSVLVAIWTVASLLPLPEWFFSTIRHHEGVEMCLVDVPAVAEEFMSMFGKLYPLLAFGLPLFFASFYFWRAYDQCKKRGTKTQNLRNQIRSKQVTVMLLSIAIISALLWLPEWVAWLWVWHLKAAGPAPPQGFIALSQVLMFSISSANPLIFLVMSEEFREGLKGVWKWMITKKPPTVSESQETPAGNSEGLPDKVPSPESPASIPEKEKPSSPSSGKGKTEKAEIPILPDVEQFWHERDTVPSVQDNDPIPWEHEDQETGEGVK
Numbers without * were called inactive; & = joins results of further samples. Hits appear at their usual frequency; 3.5% or so of the library scored in one or more.

SMILES	MITF inh	TEAD-YAP block	FBW7 activator	GPR151 activ
CC(C)(C)c1ccc(CSc2nc3ccc(N4C(=O)c5ccccc5C4=O)cc3s2)cc1	-16	-6	0.1	-1.5
O=c1[nH]c2nonc2nc1/C=C(\O)c1ccc(Cl)cc1	11	-15	0.3	-0.6
O=S(=O)(c1ccccc1Cl)N1CCN(c2ccc(-c3ccco3)nn2)CC1	4	-10	-0.4	0.9
COCc1ccc(CN2CCCC(CNS(=O)(=O)c3ccc(OC)cc3)C2)o1 (configuration not stated)	19	10	0.0	4.9*
COCCNc1ccc2ncc(-c3ccc(CCC(=O)O)cc3)n2n1	13	8	-0.4	0.6
COc1ccc(-c2cc(C(F)(F)F)n3nc(C(=O)Nc4ccccc4C(F)(F)F)c(Cl)c3n2)cc1OC	2	-24	-0.5	6.0*
Cc1ccc2onc(CNC(=O)Nc3ccccn3)c2c1	2	-34	-0.1	-2.4
Cc1cc(C)nc(SCc2nc3ccc([N+](=O)[O-])cc3[nH]2)n1	15	-21	0.0	-0.4
O=C(Cn1cnc2ccccc21)Nc1ccc(SC(F)F)cc1	7	34*	0.1	1.2
CCOC(=O)c1ccc2nc(Nc3nc4cc5c(cc4s3)OCO5)sc2c1	-3	-5	0.9	0.6
COc1ccc(SCCCC(=O)Nc2cc(C)ccc2C)cc1	-2	6	-0.1	-0.4
Cn1c(=O)n(Cc2ccccc2F)c(=O)c2c(N3CCN(C(=O)c4ccco4)CC3)ccnc21	17	-2	0.4	0.4
O=[N+]([O-])c1ccc(-c2csc(N3CCC(Cc4ccccc4)CC3)n2)cc1	-6	0	0.1	-1.2
Nc1cc(C(=O)OCC(=O)Nc2ccc(N3CCCCC3)cc2)ccc1Cl	2	2	-0.3	-0.6
CC(NC(=O)Cn1cnc([N+](=O)[O-])n1)c1ccccc1 (configuration not stated)	-1	11	0.0	0.2
CC(C)(C)Cc1nnc(C2CCCN(C(=O)NCc3ccc(Cl)cc3)C2)o1 (configuration not stated)	-4	13	-0.1	3.6
COCCn1c(SCC(=O)NCc2ccco2)nnc1-c1cccs1	-5	-11	-0.1	0.3
Cc1cccc(-c2noc(CNC(=O)CN(C)S(=O)(=O)c3ccc(Cl)cc3)n2)c1	6	4	-0.1	-2.9
O=C(NCCn1nc(-c2ccco2)ccc1=O)C1CCCC1	10	-1	0.1	0.1
Cc1cccc(N2C(=O)C3CCCCC3C2=O)c1 (configuration not stated)	12	-8	0.1	-1.1
N#Cc1c(NC(=O)Cn2cnc3ccccc3c2=O)sc2c1CCC2	-17	2	0.0	-2.0
COc1ccc(CNC(=O)C2CCCN2CCc2ccccc2)cc1OC (configuration not stated)	-9	4	0.0	-1.7
O=C(CCN1C(=O)c2ccc([N+](=O)[O-])cc2C1=O)Nc1cc(Cl)ccc1C(=O)O	-1	-5	-0.1	1.8
O=C(c1cccc(OCc2ccccc2)c1)N1CCN(c2ccc([N+](=O)[O-])cc2)CC1	2	9	0.3	-0.9
C=CCO[C@H]1[C@H](NC(=O)C2CC2)c2ccccc2C12CCN(C(=O)c1cnc(C)cn1)CC2	16	3	0.4	0.4

Overlap with the part before: six entries, then new ones.
SMILES	MITF inh	TEAD-YAP block	FBW7 activator	GPR151 activ
Cc1cccc(N2C(=O)C3CCCCC3C2=O)c1 (configuration not stated)	12	-8	0.1	-1.1
N#Cc1c(NC(=O)Cn2cnc3ccccc3c2=O)sc2c1CCC2	-17	2	0.0	-2.0
COc1ccc(CNC(=O)C2CCCN2CCc2ccccc2)cc1OC (configuration not stated)	-9	4	0.0	-1.7
O=C(CCN1C(=O)c2ccc([N+](=O)[O-])cc2C1=O)Nc1cc(Cl)ccc1C(=O)O	-1	-5	-0.1	1.8
O=C(c1cccc(OCc2ccccc2)c1)N1CCN(c2ccc([N+](=O)[O-])cc2)CC1	2	9	0.3	-0.9
C=CCO[C@H]1[C@H](NC(=O)C2CC2)c2ccccc2C12CCN(C(=O)c1cnc(C)cn1)CC2	16	3	0.4	0.4
Clc1ccc(CCNc2ncnc3c2c(-c2ccccc2)cn3-c2ccc(Cl)cc2)cc1	-17	6	-0.1	-0.3
COc1ccc(NC(=S)Nc2ccc(C(N)=O)cc2)cc1	15	-8	0.2	0.0
Cc1ccc(NC(=O)Cn2cnc3sc(C)c(C)c3c2=O)cc1F	-1	17	-0.1	1.9
O=[n+]1cc(-c2cccc(C(F)(F)F)c2)n([O-])c2c1CCCC2	12	5	0.0	-0.8
CCCCCCOc1ccc(NC(=O)C2CC(=O)N(C)C(=Nc3ccc(C)c(Cl)c3)S2)cc1 (configuration not stated)	-14	2	0.1	0.3
CC(C)c1ccc(N(CC(=O)Nc2ccccc2C(=O)O)S(C)(=O)=O)cc1	-5	13	-0.2	3.8
Cn1c(=NC(=O)c2ccc(Br)s2)sc2cc(S(C)(=O)=O)ccc21	0	-1	0.4	-0.3
Clc1ccc(OCCSc2nc3ccccc3[nH]2)cc1	-3	-1	-0.1	0.1
O=[N+]([O-])c1ccc(Oc2sc(Nc3ccc(Cl)c(Cl)c3)nc2-c2ccccc2)cc1	-5	-4	0.2	-0.3
COC(=O)c1cccc(S(=O)(=O)N2CCN(c3ccc(OC)cc3)CC2)c1	12	1	0.1	-1.1
N#CCSC1=Nc2ccccc2C2=NC(Cc3c[nH]c4ccccc34)C(=O)N12 (configuration not stated)	7	-11	-0.1	1.1
COCCn1c2ccccc2n2c(=O)n(CC(=O)NC(C)C)nc12	15	-1	1.2	-0.5
Cc1ccc2nc(NCC(=O)O)nc(-c3ccccc3)c2c1	-5	-7	0.0	-1.3
O=C(CCc1c[nH]c2ccccc12)NNC(=O)CC12CC3CC(CC(C3)C1)C2	3	14	-0.1	-1.2
CCOC(=O)Cn1c(=NC(=O)c2ccc([N+](=O)[O-])s2)sc2ccccc21	9	-2	0.1	-0.7
C=CCOC(=O)C1=C(C)Nc2ncnn2C1c1ccc(OC)c(Br)c1 (configuration not stated)	-8	7	-0.1	1.2
O=C(OCc1cccc([N+](=O)[O-])c1)c1ccc(NC(=O)c2ccco2)cc1	-4	-6	-0.2	-0.5
CCc1ccc(CN2CCN(Cc3ccc(F)cc3)C(CCO)C2)o1 (configuration not stated)	3	-5	-0.1	1.1
O=C(CCCCl)Nc1cccn(Cc2ccc(Cl)c(Cl)c2)c1=O	-4	-2	0.2	-0.1
Cc1ccc2c(COC(=O)CNC(=O)c3ccc(Cl)cc3)cc(=O)oc2c1C	8	6	0.4	0.5
O=C(Cn1c(=O)n(-c2ccccc2)c(=O)c2oc3ccccc3c21)Nc1cccc(F)c1	-3	-3	-0.1	0.0
CC(=O)Cn1c(=O)c2c(nc3n(Cc4ccco4)c(C)c(C)n23)n(C)c1=O	-11	4	0.0	-1.1
CC(C)(C)ONC(=O)c1cnc2scc(-c3ccccc3Cl)n2c1=O	2	1	0.0	-1.0
CCNc1nc(NCC)n2c(SCC(=O)Nc3nc4ccccc4s3)nnc2n1	-4	7	-0.2	1.6
CCOC(=O)c1c(NC(=O)c2ccc(C(C)(C)C)cc2)sc(C(C)=O)c1C	-1	1	-0.2	-0.7
Carrying on:
SMILES	MITF inh	TEAD-YAP block	FBW7 activator	GPR151 activ
CCOC(=O)CN(C(=O)COc1ccc2c(C)cc(=O)oc2c1)c1ccc(F)cc1	-5	2	0.4	0.4
CN1C(=O)C(=Cc2cc(Br)ccc2OCC(=O)O)C(=O)N(C)C1=O	0	0	-0.3	0.4
CCC(C(=O)NCc1ccccn1)n1ncn2c(cc3occc32)c1=O (configuration not stated)	24	-2	0.4	1.7
C[C@H]1[C@H](C)CC[C@]2(C(=O)O)CC[C@]3(C)C(=CC[C@@H]4[C@@]5(C)CC[C@H](O)C(C)(C)[C@@H]5CC[C@]43C)[C@H]12	-3&-5	-5&-12	0.2&0.0	1.2&-0.6
Cc1nn2c(Br)c(C)[nH][n+]2c1Br	-3	1	0.0	2.4
CC(C)n1cnc2c(NCCO)nc(Nc3ccc(C(F)(F)F)cc3)nc21	13	9	0.3	3.3
O=C(CN1C(=O)c2ccccc2C1=O)Nc1ccc2c(c1)C(=O)N(c1ccccc1)C2=O	0	-6	-0.2	-0.2
CCOc1ccc(Nc2ncnc3c2cnn3-c2ccc(Cl)cc2)cc1	7	-3	-0.1	0.5
Cc1[nH]n(-c2cccc(Cl)c2)c(=O)c1C=Nc1c(Cl)cc(Cl)cc1Cl	25	1	0.6	-1.6
Cc1cn(C2CC(OC(=O)C(C)C)C(CO)O2)c(=O)[nH]c1=O (configuration not stated)	3	5	0.0	-0.6
CS(=O)(=O)N1CC2CCCN2c2cc(C(F)(F)F)ccc21 (configuration not stated)	-8	-3	-0.1	4.0
CCCCCn1c(SCCOCC)nc2c1c(=O)[nH]c(=O)n2C	8	-7	0.1	1.9
Cc1nc(NC(=O)c2ccco2)sc1C(=O)O	2	-9	-0.2	1.2
COc1cc(C)c(Br)cc1S(=O)(=O)NCc1ccccc1	4	-1	0.1	-0.9
Cc1ccccc1-n1nc2c(c1NC(=O)c1cccc(Br)c1)CSC2	-16	3	-0.1	0.6
CCOC(=O)C1(CC)CC(C)(c2csc(Nc3ccccc3Cl)n2)OC1=O (configuration not stated)	6	3	0.0	-0.5
Nc1nnc(SCC(=O)Nc2ccc(Br)cc2)n1-c1ccccc1	21	18	0.9	-1.0
CCOCCCn1c(SCc2cc(=O)n3ccccc3n2)nc2ccccc2c1=O	0	0	-0.1	-0.7
O=C(O)C1CCCN1C(=O)c1cncc(O)c1 (configuration not stated)	-15	-4	-0.1	0.5
N#Cc1c(N/C(=C\C(=O)c2ccccc2)C(=O)O)sc2c1CCC2	-4	-23	-0.1	-1.4
CCOC(=O)c1c(-c2ccc(C)cc2)csc1NC(=O)CCN1CCN(CC)CC1	53*	-4	0.0	-0.4
O=C(O)C1CCC(CNc2c(N3CCCCC3)c(=O)c2=O)CC1 (configuration not stated)	2	-17	0.1	0.9
CC(C)N(CCNC(=O)c1cnc(-c2cccs2)s1)C(C)C	27	7	0.1	1.6
CC(=O)N1CCC(N(C(=O)Nc2ccc(Cl)c(Cl)c2)C2CCCC2)CC1	0	4	-0.1	-0.2
CN(CC(=O)N1CCc2ccccc21)S(=O)(=O)c1ccc(Br)cc1	-9	-16	-0.1	1.2

Pulled by compound from above:
SMILES	MITF inh	TEAD-YAP block	FBW7 activator	GPR151 activ
CCOC(=O)c1ccc2nc(Nc3nc4cc5c(cc4s3)OCO5)sc2c1	-3	-5	0.9	0.6
O=C(Cn1cnc2ccccc21)Nc1ccc(SC(F)F)cc1	7	34*	0.1	1.2
CC(=O)Cn1c(=O)c2c(nc3n(Cc4ccco4)c(C)c(C)n23)n(C)c1=O	-11	4	0.0	-1.1
O=[n+]1cc(-c2cccc(C(F)(F)F)c2)n([O-])c2c1CCCC2	12	5	0.0	-0.8

More records.
SMILES	MITF inh	TEAD-YAP block	FBW7 activator	GPR151 activ
CCN(CC)S(=O)(=O)c1ccc2oc(C(=O)N3CCc4ccccc4C3)c(C)c2c1	3	-2	-0.2	1.2
COc1ccccc1NC(=O)c1cccc(C)c1[N+](=O)[O-]	5	-10	0.7	0.5
CC(=O)Oc1ccccc1N1C(=O)c2ccc(Oc3ccc(N)cc3)cc2C1=O	5	5	0.1	0.0
Cc1occc1C(=O)NCCCn1ccnc1	-8	0	-0.3	0.3
O=C(CCN1C(=O)c2cccc([N+](=O)[O-])c2C1=O)Nc1ccccc1Cl	-12	6	-0.1	-0.1
CCCNc1nc(-c2ccc(N3CCN(C)CC3)cc2)nc2c1ncn2-c1ccsc1	14	28	0.2	-3.3
CS(=O)(=O)N1CCC(C(=O)N(Cc2cccnc2)c2nc3ccccc3s2)CC1	-10	-32	-0.1	0.9
COc1cccc(-c2cc(C(=O)Nc3c(C)nn(Cc4ccccc4)c3C)no2)c1	-8	-2	-0.2	0.2
O=C(Nc1ccc(Cl)cc1)c1cc(-c2ccccc2)on1	9	-2	0.0	-1.6
Cc1cc(OCC(=O)n2cnnc2N)ccc1Br	13	-11	-0.1	0.7
O=C(Nc1ccc(C(=O)OC2CCCCC2)cc1)c1ccc(Br)cc1	1	4	0.0	2.2
Cc1noc(C)c1COc1ccc(C(=O)O)cc1	11	1	0.0	-0.3
COc1ccccc1/C=C1\C(=O)Nc2ccc(C)cc21	15	-5	0.0	-0.1
Nc1ccc2nc(CCC(=O)O)[nH]c2c1	-3	0	-0.1	1.0
COc1ccc(-c2[nH]nc3c2C(c2cc(OC)c(O)c(OC)c2)C(C#N)=C(N)O3)cc1 (configuration not stated)	1	-5	0.0	-1.0
CCCNC(=O)c1cccc(N2CCc3ccccc3C2)n1	0	4	-0.3	-0.8
COc1cc(OC)cc(-n2nc(C(=O)N(C)c3cc(Cl)ccc3C)c3ccccc3c2=O)c1	3	2	-0.1	-0.3
Cn1nc([N+](=O)[O-])c2c(-c3nc4ccccc4o3)c(N)n(Cc3ccccc3)c2c1=O	-6	-8	-0.1	0.9
CNS(=O)(=O)c1ccccc1Nc1cc(Nc2cc(-c3cncnc3)nc(C)n2)ncc1C(F)(F)F	3	68*	-0.2	2.3
Cn1c(=NC(=O)CN2C(=O)CCC2=O)sc2cccc(F)c21	-1	-8	0.0	0.6
O=C(CSc1nc(C(F)(F)F)cc(=O)[nH]1)Nc1ccc(Cl)cc1	1	2	0.3	-1.4
Fc1ccccc1Nc1ncnc2c1cnn2-c1ccc(Cl)cc1	12	-52	0.0	0.6
CCC(C)CN1CCc2nnc(CNC(=O)c3ccccn3)n2CC1 (configuration not stated)	12	-5	0.0	-0.4
c1cncc(C2Nc3ccccc3-c3nc4ccccc4n32)c1 (configuration not stated)	0	-33	0.0	-6.6
COc1ccc(C(=O)Nn2cnnc2)cc1[N+](=O)[O-]	13	6	0.1	-0.6
